MC4R ag barr: agonists of human melanocortin 4 receptor (MC4R) beta-arrestin; P32245; activation, % at 8.9 µM; U2OS MC4R beta-arrestin complementation, luminescence; percent of melanotan II response, DMSO zero; 360,000 compounds, 0.98% hits;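 active = activation above a per-plate cutoff, the mean activation of sample wells on that plate plus 3 SD, cut at about 8% in these data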
Cardio protect: modulators protecting cardiomyocytes from myocardial damage | H9c2 cardiomyocytes, H2O2 injury protection, ATPLite, 2 h | protection from H2O2 cell death, % at 20 µM | 360,000 compounds, 0.63% hits;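 active = compounds giving at least 50% protection of heart cells from peroxide-induced death in the single-dose screen, raw or plate-pattern-corrected value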;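 also: 0% = DMSO wells with peroxide and 100% = DMSO wells without peroxide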
Glyco luc inh: N-linked glycosylation inhibition; D54 ERlucT glycosylation luciferase reporter, 24 h; percent of 100 nM tunicamycin response; 360,000 compounds, 0.23% hits; AID 588692; reporter increase, % at 12.5 µM;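 active = mean luciferase reporter signal, scaled so untreated is 0 and the glycosylation-blocking control 100, at or above a set limit in every replicate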;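 also: luciferase carries N-glycosylation sites so blocking glycosylation raises the light; 0% = median of neutral control wells and 100% = median of 100 nM tunicamycin wells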
ABHD5 PLIN5 PPI: inhibitors of human ABHD5-perilipin-5 interaction. Split G. princeps luciferase complementation, luminescence, 4 h. 360,000 compounds, 0.78% hits. AID 602281. inhibition, % at 4 µM. Q00G26+Q8WTS1;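 active = inhibition above the mean inhibition across every tested compound plus 3 SD, cut at about 22% in these data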;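 also: 0% = DMSO only wells and the 100% control is not disclosed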
m5-HT2A agonist: activates the mouse 5-HT2A serotonin receptor | P35363 | CHO-K1 mHTR2A beta-arrestin complementation, luminescence; percent of 30 µM serotonin response | activation, % at 7.6 µM | 360,000 compounds, 0.66% hits | AID 624169;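 active = activation above a run cutoff, the mean activation of all tested compounds plus 3 SD, cut at about 14% in these data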;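 also: 0% = plate median of compound wells and 100% = 30 µM serotonin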
Exocytosis inh: lytic granule exocytosis inhibition | 360,000 compounds, 0.66% hits | TALL-104 LAMP-1 surface exposure, flow cytometry; cells stimulated with thapsigargin and PMA | inhibition, % at 10 µM;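 active = inhibition above about 55%, limit read from the data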
MC4R antag cAMP: human MC4R antagonism in cAMP assay; P32245; MC4R-expressing cells, MTII-stimulated cAMP, LANCE TR-FRET; 360,000 compounds, 0.48% hits; inhibition, % at 6.5 µM;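 active = inhibition above its plate's cutoff, the mean of tested wells on that plate plus 3 SD, cut at about 29% in these data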;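 also: 0% = Melanotan II alone and 100% = Melanotan II plus saturating MCL0020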
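Assay system: human MC4R-expressing U2OS cells; reagent: Melanotan II stimulation of cells; dosing: 6.5 µM single dose; timing: compound 30 min, challenge 1 h, detection 1 h; signal: TR-FRET cAMP assay; replicates: one well per compound, no replicates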
PDI inh: inhibitors of human protein disulfide isomerase; 350,000 compounds, 0.052% hits; inhibition, % at 10 µM; PDI insulin aggregation turbidity, A650, 90 min; P07237;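 active = mean inhibition across replicates of 30% or more, whatever share of single replicates reach that level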;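 also: absorbance from insulin aggregation driven by PDI reduction with DTT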
ABCB6 inh 2: blocks the human ABCB6 transporter; 360,000 compounds, 0.19% hits; AID 602162; K562-ABCB6 porphyrin accumulation, flow cytometry, 1 h; active compounds read low; fluorescence ratio to DMSO, % at 10 µM; Q9NP58;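 active = fluorescence ratio to DMSO below 75%, the collection mean minus 3 SD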;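 also: signal is porphyrin accumulated inside mitochondria; 100% equals median channel fluorescence of DMSO control wells; lower ratio means ABCB6 inhibition with less porphyrin fluorescence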
Target sequence (Q9NP58 whole entry, looked up): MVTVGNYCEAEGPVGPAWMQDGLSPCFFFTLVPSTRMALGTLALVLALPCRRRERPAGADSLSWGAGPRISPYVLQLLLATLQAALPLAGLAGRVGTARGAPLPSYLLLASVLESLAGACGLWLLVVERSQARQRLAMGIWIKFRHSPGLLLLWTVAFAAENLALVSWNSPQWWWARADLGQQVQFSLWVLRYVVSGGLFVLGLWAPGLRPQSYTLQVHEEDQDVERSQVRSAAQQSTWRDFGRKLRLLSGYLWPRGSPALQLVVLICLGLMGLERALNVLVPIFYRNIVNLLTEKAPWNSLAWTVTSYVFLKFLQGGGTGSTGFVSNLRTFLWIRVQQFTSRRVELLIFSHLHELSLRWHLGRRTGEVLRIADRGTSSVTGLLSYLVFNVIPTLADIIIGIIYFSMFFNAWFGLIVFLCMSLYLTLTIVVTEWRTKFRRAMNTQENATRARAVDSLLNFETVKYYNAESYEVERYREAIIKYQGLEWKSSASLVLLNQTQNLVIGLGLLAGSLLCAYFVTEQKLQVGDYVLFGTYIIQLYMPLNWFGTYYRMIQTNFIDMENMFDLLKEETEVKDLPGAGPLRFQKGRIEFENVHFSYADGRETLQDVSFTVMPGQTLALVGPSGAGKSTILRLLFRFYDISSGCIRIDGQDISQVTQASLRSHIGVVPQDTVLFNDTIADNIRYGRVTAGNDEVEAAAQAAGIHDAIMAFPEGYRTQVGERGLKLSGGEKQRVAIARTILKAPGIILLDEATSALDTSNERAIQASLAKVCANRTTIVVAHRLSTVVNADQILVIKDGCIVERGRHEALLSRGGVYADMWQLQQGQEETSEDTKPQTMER
CaV13 ICDI inh: Disruptors of the CACNA1D IQ motif to Ca2+-dependent inactivation inhibitor domain association, primary screening, Förster resonance energy transfer in intact living …. 340,000 compounds, 0.098% hits. inhibition, % at 12.3 µM. HEK cells, CFP/YFP FRET ICDI-IQ, plate reader, 10 min; percent FRET-ratio fall versus neutral wells;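 active = mean replicate inhibition of at least 30% and at least 1% of replicates passing that level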;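 also: 0% = median of the neutral control wells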
* = called active by the depositor; . = not tested or not shown.

structure	MC4R ag barr	Cardio protect	Glyco luc inh	ABHD5 PLIN5 PPI	m5-HT2A agonist	Exocytosis inh	MC4R antag cAMP	PDI inh	ABCB6 inh 2	CaV13 ICDI inh
O=C(Cc1ccc(Cl)cc1)OCC(=O)c1ccc[nH]1	-0.5	12	0	-6	-2	-1	2	-5	99	-6
CCOc1ccccc1NC(=O)[C@@H](NC(=O)c1ccccc1F)C(C)C	-0.9	5	4	-1	-4	10	2	12	91	-3
COC(=O)c1cccc(N(C(=O)c2cnccn2)C(C(=O)NC2CCCCC2)c2cn(C)nc2C)c1 (centres undefined)	0.8	8	1	2	1	-2	15	5	102	.
CSc1nnnn1-c1cccc(O)c1	1.1	1	-2	3	3	-2	2	-1	98	-4
CCn1c(SCC(=O)Nc2cc(NC(C)=O)ccc2OC)nnc1-c1ccccn1	0.2	9	0	-1	-4	0	10	2	99	-8
N#Cc1ccccc1CN1C(=O)NC(Cc2c[nH]c3ccccc23)C1=O (centres undefined)	-0.1	10	2	4	-1	-5	-3	-3	88	-6
CC1(C)CC(=O)C2=C(C1)N(c1ccccc1C#N)C(N)=C(C#N)C2c1cccs1 (centres undefined)	-0.6	20	4	-2	-5	-1	2	2	97	-1
O=C(N/N=C/c1ccccn1)c1cc(-c2ccc(Br)cc2)nc2ccccc12	-2.9	45	-17	4	-4	7	-14	4	95	-21
O=c1ccc(-c2ccc(S(=O)(=O)N3CCN(c4ccccc4)CC3)o2)n[nH]1	-1.1	-5	3	-2	5	-2	4	0	95	-5
CC(=O)Nc1ccc(S(=O)(=O)N(C)CC(=O)N/N=C/c2cccs2)cc1	-0.1	2	-1	-3	5	-16	19	4	96	-3
CC(C)(C)NS(=O)(=O)c1ccc(NS(=O)(=O)c2ccc(F)cc2)cc1	-1.4	-5	-2	-2	-3	0	7	0	100	.
COC(=O)c1cc2occc2n1Cc1nc(-c2ccccc2Cl)oc1C	5.6	-5	0	5	-5	-3	-3	2	103	-6
Cc1cc(=O)[nH]c(SCC(=O)Nc2ccc(Br)cc2)n1	-0.4	2	3	-2	2	-3	1	-4	90	-5
CCOCCCNC(=S)N1CCC(C(=O)c2ccc(C)cc2)CC1	2.3	0	-1	5	-5	14	4	-20	93	-2
O=C(Nc1nonc1-c1ccc(Cl)cc1)c1ccccc1	-4.2	-13	0	-1	-1	-1	13	-1	100	-20
Cc1cccc(N2CCN(C(=O)c3cccc(S(=O)(=O)N4CCc5ccccc5C4)c3)CC2C)c1 (centres undefined)	2.5	-7	-10	1	1	0	0	-1	100	-3
CC(=O)c1cnc(-c2ccccc2Cl)s1	-1.0	-4	-1	3	-2	-2	-6	-16	97	-2
Cc1cccc(C)c1NC(=O)CSc1ccc([N+](=O)[O-])cn1	-1.2	1	1	-1	10	1	-1	4	104	-20
CCOC1=C2CN(S(=O)(=O)c3ccc(C)cc3)[C@H](c3ccccc3)C[C@@H]2N(S(C)(=O)=O)[C@H](c2ccccc2)C1	.	-2	-5	0	9	0	.	.	100	-11
CCN(CC)c1ccc(N)cc1	-1.2	-11	-16	3	7	0	4	.	370	.
CCCNC(=O)CCn1cc(-c2ccc(OC)cc2)nc1CCN	-0.6	-1	0	3	0	-8	3	0	94	-11
Cc1cccc(OCC(=O)NC(=S)Nc2ccccc2N2CCOCC2)c1	-1.3	-1	1	-6	0	-3	4	5	94	-3
Cc1nc([N+](=O)[O-])c(C(=O)OCc2ccccc2Br)n1C	-1.9	-7	-2	0	-5	-2	-9	-5	96	6
Oc1ccc(Nc2nc(-c3ccc4ccccc4c3)cs2)cc1	0.8	-9	3	1	4	22	13	-3	94	.
Cc1cc(=O)n2[nH]c(NCc3c(F)cccc3Cl)nc2n1	-2.9	6	1	-9	0	0	16	-2	97	-3
Cc1cccc(NS(=O)(=O)c2c(C)noc2C)c1	-2.3	6	0	2	-5	2	5	4	95	-6
CC(C)n1nc(C(=O)OCC(=O)NCCc2ccc(S(N)(=O)=O)cc2)c2ccccc2c1=O	-0.9	22	-1	2	3	-7	11	8	97	-8
O=c1c2ccccc2ncn1CCCCOc1ccc(Br)cc1	-0.5	-3	-2	-3	-3	1	7	-2	96	-4
Cc1sc2ccccc2c1CNC[C@H]1O[C@@H](n2ccc(N)nc2=O)[C@H](O)[C@@H]1O	-0.6	-3	1	-7	-4	-1	19	-7	98	-2
COc1ccc(O)c(C(=O)c2cc(C#N)c(=O)n(-c3ccc(Cl)cc3)c2)c1	-0.7	-4	3	-4	-3	-3	7	-2	98	-13
CCCOC(=O)Nc1ccc(C(N)=O)cc1	-0.4	-4	2	2	5	-10	3	-9	92	-5
COCCN(CCOC)S(=O)(=O)c1ccc(C(=O)Nc2nc(-c3ccncc3)cs2)cc1	-0.1	15	-4	6	2	2	6	5	92	-9
CC(C)=CCN1CCN(Cc2ccc3nsnc3c2)CC1CCO (centres undefined)	-0.5	3	2	2	-9	-2	23	2	94	-6
NC(=O)CN1C(=O)C(O)(CC(=O)/C=C\C=C\c2ccccc2)c2ccccc21 (centres undefined)	-2.8	-5	1	12	-6	-3	4	2	97	-2
CSc1ccccc1NC(=O)COC(=O)CCC(=O)c1ccc(F)cc1	0.1	5	0	14	0	-2	4	-5	97	-7
OCC[C@@H]1C[C@H](O)[C@@H](O)[C@@]2(Cc3ccccc3CO2)O1	1.1	0	0	-2	2	-12	4	-4	87	-5
O=C1C(NS(=O)(=O)c2ccc(Cl)cc2)=C(N2CCCCC2)C(=O)c2ccccc21	4.2	-15	10	-24	-1	2	-1	-2	96	-15
CCN(CC)C(=O)CSc1nc2ncc(Br)cc2[nH]1	-1.7	2	0	8	0	1	1	-7	92	.
COc1cc2c(cc1OC)CN(CC(=O)Nc1ccc(Cl)c(S(=O)(=O)N(C)C)c1)CC2	-0.7	0	-1	1	-2	3	4	4	97	.
Cn1c(=O)n(Cc2ccc(Cl)cc2)c2ccccc21	-1.1	9	-5	-2	-3	-1	-8	-4	99	-9
COCCNC(=O)C(c1cccs1)N(CCc1ccccc1)C(=O)Cn1nnc2ccccc21 (centres undefined)	2.3	1	1	7	3	-4	-1	-12	88	.
O=C1c2ccccc2-c2onc3c(N4CCN(CCO)CC4)cc(N4CCN(C(=O)c5ccco5)CC4)c1c23	-4.7	47	-9	21	-3	3	-7	-9	105	-6
COc1ccc(S(=O)(=O)c2c(O)c3ccc(C(=O)Nc4ccccc4Cl)cc3[nH]c2=O)cc1	-2.2	9	1	1	3	4	0	-2	98	-16
COc1cccc(C(=O)N2CCC(C(=O)NCc3ccc(C)cc3)CC2)c1	0.4	-2	2	6	-2	20	0	4	97	-7
Cc1ccc(S(=O)(=O)N/N=C2/CCCCC2C2CCCCC2)cc1[N+](=O)[O-] (centres undefined)	8.0	-1	-1	5	1	0	0	15	98	-6
Cc1nc2nc(COc3ccccc3)[nH]n2c(=O)c1Cl	1.4	-2	1	-1	-1	-2	10	16	94	-5
CCn1c(SCC(=O)NCC2CCCO2)nnc1-c1ccccc1 (centres undefined)	0.0	2	0	5	0	-1	0	1	103	-5
COc1ccc(/C=N/N=C2/NC(=O)C(c3ccccc3)S2)c(OC)c1 (centres undefined)	-0.1	-1	0	3	9	-1	6	4	95	-5
COC(=O)c1ccc(CNC(=O)c2ccc3oc(C(C)C)nc3c2)cc1	-3.4	-2	2	2	8	-8	3	-2	102	-4
O=c1cc(N2CCN(Cc3ccccc3)CC2)[nH]c(=O)n1-c1ccc(Br)cc1	-2.3	1	2	-6	0	-3	15	-6	98	-4
O=C(CSc1nc2ccc(Cl)cc2[nH]1)NCc1ccco1	-0.7	-1	1	10	-3	-1	7	2	102	-4
COc1cccc2c1OC1(N3CCOCC3)CCCCC1C2C[N+](=O)[O-] (centres undefined)	-2.9	1	-2	0	6	-4	0	-3	101	-5
CCN(C(=S)NCc1ccccc1)c1ccccc1	-2.7	7	-3	-4	-2	-1	2	-7	99	7
CC(=O)Nc1ccc(S(=O)(=O)N2CCN(c3ccc(C)c(Cl)c3)CC2)cc1	4.9	-21	-1	9	-5	0	-3	.	95	-2
CC(=O)NC(CC(=O)Nc1ccc2c(c1)OCCO2)c1ccccc1 (centres undefined)	-0.5	4	4	0	-6	-9	-3	-6	104	-4
O=c1[nH]c(SCc2ccc(OC(F)(F)F)cc2)nc2c1CCC2	0.2	-2	3	-6	6	0	-2	-5	99	-7
CCOP(=O)(OCC)C(C#N)=C1SCN(c2ccc(Cl)cc2)CS1	-1.4	20	-1	-14	2	-1	-4	-8	92	-5
NS(=O)(=O)c1ccc(NC(=O)CSc2nnc(-c3cnccn3)n2-c2ccccc2)cc1	-2.3	1	-1	-6	-3	3	7	-1	100	-5
CC(C)Cc1nnc(NC(=O)CN2C(=O)NC3(CCCC3)C2=O)s1	-0.5	11	0	-10	0	-17	6	2	89	-3
